Source: PubChem (National Center for Advancing Translational Sciences (NCATS))
N370S GC mod: inhibits or activates N370S mutant glucocerebrosidase; hit rate 0.092% among 330,000; Potency, µM (titrated, usually from 59.4 µM), without a hit: at the highest dose activity change, negative = inhibition, hits mostly inhibitors; N370S GC spleen homogenate, 4MU-glucoside fluorescence;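 further: 0% = full enzyme activity and -100% = no enzyme basal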
TDP1 inh: TDP1 (human) enzyme inhibition; Q9NUW8; recombinant TDP1, AlphaScreen DNA substrate cleavage; Potency, µM (series often up to 130 µM), for the others: top-dose activity change, negative = inhibition, most hits filed as inhibitors; hit rate 0.28% among 350,000; AID 485290; further: nearly all actives have a fitted effect of over 40% in size
Target sequence (Q9NUW8 whole entry, looked up): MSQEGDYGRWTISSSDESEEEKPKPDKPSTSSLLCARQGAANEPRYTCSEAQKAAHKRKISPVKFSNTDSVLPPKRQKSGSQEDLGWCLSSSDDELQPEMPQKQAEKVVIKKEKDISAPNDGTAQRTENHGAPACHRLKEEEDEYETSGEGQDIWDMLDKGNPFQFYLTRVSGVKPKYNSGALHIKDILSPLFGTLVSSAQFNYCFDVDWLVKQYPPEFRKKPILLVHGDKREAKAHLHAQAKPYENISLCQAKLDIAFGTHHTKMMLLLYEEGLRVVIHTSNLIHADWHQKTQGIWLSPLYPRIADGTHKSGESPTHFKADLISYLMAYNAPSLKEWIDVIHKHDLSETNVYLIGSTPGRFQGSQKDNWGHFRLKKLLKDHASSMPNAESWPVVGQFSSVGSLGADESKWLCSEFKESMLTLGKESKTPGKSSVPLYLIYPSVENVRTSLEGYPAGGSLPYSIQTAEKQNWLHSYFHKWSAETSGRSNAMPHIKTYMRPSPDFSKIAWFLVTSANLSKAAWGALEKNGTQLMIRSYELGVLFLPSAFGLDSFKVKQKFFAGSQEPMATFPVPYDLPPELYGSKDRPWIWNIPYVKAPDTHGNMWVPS
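E. coli-derived human Tdp1, 1 nM final. Cpd preinc 15 min RT; substrate 15 nM final, 5 min RT; AS bead mix 10 ug/ml final, 10 min RT. Signal loss = tyrosine-FITC cleavage. No-enzyme wells = max signal.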
FEN1 inhibitor: blocks human flap endonuclease 1; P39748; Recombinant FEN1 flap cleavage, fluorescence, 15 min; Potency, µM (series often up to 114 µM), for inactives: at the top dose activity change, negative = inhibition, usual class: inhibitors; hit rate 0.35% among 390,000; further: nearly all actives have a fitted effect of over 65% in size
Target sequence (P39748 whole entry, looked up): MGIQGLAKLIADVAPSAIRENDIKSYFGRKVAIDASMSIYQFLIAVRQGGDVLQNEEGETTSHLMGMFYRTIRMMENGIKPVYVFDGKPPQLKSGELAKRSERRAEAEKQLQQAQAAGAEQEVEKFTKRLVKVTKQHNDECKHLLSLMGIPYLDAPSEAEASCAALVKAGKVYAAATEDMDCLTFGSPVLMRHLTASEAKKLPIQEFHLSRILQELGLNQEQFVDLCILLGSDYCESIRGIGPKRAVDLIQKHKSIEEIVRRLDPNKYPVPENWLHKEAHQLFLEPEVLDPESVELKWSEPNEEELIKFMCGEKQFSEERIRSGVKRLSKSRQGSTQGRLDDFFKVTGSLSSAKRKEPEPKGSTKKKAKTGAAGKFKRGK
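In this screen, 50 nM flap DNA substrate was added to 10 nM FEN1 pretreated with compound for 15 min at room temperature; cleavage was followed with reads at 0 and 15 min, and Hill fitting gave concentration–response parameters.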
The depositor's hits bear a star; ? = inconclusive; . = no result given; & = joins results of further samples; [ ] = another dose, or the depositor's remark. The call rests on the fitted dose curve; in most records, active means well fitted curve in the direction sought with a large enough effect; inconclusive means small, poorly fitted or top-dose-only effect, or another doubt; inactive means no such curve, though single readings can be large; an effect the other way counts as inactive or inconclusive. Unless noted, on the % scale 0 is the no-effect control and ±100 the full control effect; potency means the concentration at half of the fitted maximal effect.

Values run as follows: N370S GC mod, TDP1 inh, FEN1 inhibitor
CC1CCN(C(=O)c2cc(S(=O)(=O)N3CCOCC3)ccc2N2CCCC2)CC1
 : ., 1%, -9%
CC(=O)N1[C@H](C)C=C[C@]1(Cc1ccccc1)C(=O)NCCc1c[nH]c2ccccc12
 : -3%&-3%, 12%, -7%
COc1ccc(C(=O)O/N=C(\N)c2ccccc2)cc1
 : -1%, ., 2%
CCOC(=O)c1ccc(NC(=O)C(C)Sc2nc(O)c(-c3ccccc3)c(=O)[nH]2)cc1 (stereo not given)
 : 18%, -5%, 2%
COc1ccc(OC)c(N2C(=O)CC(Cc3cc(C)cc(C)c3)C2=O)c1 (stereo not given)
 : 7%, -2%, 2%
CC(C)CN(CCCNC(=O)CN1C(=O)CSc2ccc(S(=O)(=O)N3CCOCC3)cc21)CC(C)C
 : -3%, 0%&3%, -10%&2%
CC(C)C[C@H](NC(=O)N1c2ccccc2NC(=O)[C@@H]1C(C)C)C(=O)N[C@@H](Cc1ccccc1)C(=O)O
 : -2%, ., 18%
Cc1cc(C)c[n+](-c2[nH]c(=O)sc2/C=N/N=C(\[O-])c2cccnc2)c1
 : -7%, ., -6%
CCc1cc2c(=O)[nH]c(CC(N)=O)nc2s1
 : -11%, 0%, -9%
CC[C@@H](C)[C@H](NC(=O)OCc1ccccc1)c1nnc([C@@H](NC(=O)OCc2ccccc2)[C@@H](C)CC)o1
 : 9%, 1%, 11%
CCn1c(CNC(=O)C23CC4CC(CC(C4)C2)C3)nnc1SCC(=O)Nc1ccccc1
 : ., -1%, 11%
CC(C)(C)C(=O)NC1CCN(S(C)(=O)=O)CC1
 : 19%, 0%, 2%
CCOC(=O)C1=CN(Cc2cccc(F)c2)S(=O)(=O)N(C)C1c1cccc(OC)c1 (stereo not given)
 : ., -2%[56.1 µM], 6%
COc1ccc(CNC(=O)CSc2nc(-c3ccc(OC)cc3)cc(C(F)(F)F)n2)cc1
 : ., 3%, -2%
CCOC(=O)C1=C(C)NC(=NC)SC1c1ccccc1 (stereo not given)
 : -8%, 5%, 1%
CCN1CCCC1CNC(=O)C1CCN(Cc2nc(-c3cccc(Br)c3)oc2C)CC1 (stereo not given)
 : -3%, 3%, -6%
C(=N\N1CCN(C2c3ccccc3-c3ccccc32)CC1)/c1ccncc1
 : -12%, 7%, -19%
Cc1cccc(CN2CCN(C(=O)c3ccccc3F)CC2)c1
 : 0%, -11%, -4%
Cc1ccc(CN(C(=O)COc2ccc(Cl)cc2Cl)C2CCS(=O)(=O)C2)o1 (stereo not given)
 : ., 2%, -1%
CCN1CCN(Cc2c(O)ccc3c(=O)c(-c4ccc(OC)c(OC)c4)c(C)oc23)CC1
 : 6%, -2%, -2%
Cc1cccc(C(=O)Nc2ccc(-c3nc4ncccc4o3)cc2C)c1
 : ., 2%, 16%
O=C(CSc1ccc(Cl)cc1)Nc1cccc(NC(=O)c2ccco2)c1
 : -1%, 4%, 6%
CC(=O)Nc1ccc(S(=O)(=O)c2c(N)n(CCN3CCOCC3)c3nc4ccccc4nc23)cc1
 : -3%, -2%, -2%
Cc1c(C)c2c(c(C)c1O)CCC(C)(CCCC(C)CCCC(C)CCCC(C)C)O2 (stereo not given)
 : 10%, 8%[56.1 µM], .
COC(=O)c1ccc(Cl)c(NC(=O)CN2CCOCC2)c1
 : 5%, 5%, 2%
O=C(CSc1ccc(-c2ccc(F)cc2)nn1)N1CCCCC1
 : 9%, 1%, -4%
c1cc(CN2CCCNCCNCCCNCC2)ccc1CN1CCCNCCNCCCNCC1
 : 1%, 21%, .
CCCc1nnc(SCC(=O)O)n1CC
 : -4%, 1%, 1%
COC(=O)CCC(=O)OC1(C)C(=O)C=C2C=C(C3CC3)N(Cc3ccc(OC)cc3)C=C2C1=O (stereo not given)
 : -9%[12.8 µM], 10%[21 µM], -10%
CSCC(=O)N1CCCC(CNC(=O)c2ccccc2Cl)C1 (stereo not given)
 : 0%, -2%, -1%
O=C(Cc1cccs1)Nc1ccc(Cl)cc1
 : 10%, 7%, -1%
COC(=O)C1=CN(Cc2ccc(OC)c(OC)c2)C=C(C(=O)OC)C1c1ccccc1F
 : ?, -5%, -16%
CCOC(=O)c1cn(CC(=O)Nc2ccc(C)cc2)nn1
 : 13%, 1%, -4%
COC(=O)C1=C(CS(=O)(=O)c2ccc(OC)cc2)NC(=O)NC1c1ccccc1 (stereo not given)
 : -5%, 1%, -12%
CCOc1ccc(N2C(=O)CSC2c2ccncc2)cc1 (stereo not given)
 : -1%, 0%, 0%
CCCCn1nnc(NC(=O)C(c2ccccc2)c2ccccc2)n1
 : 5%, -5%, 0%
CCO[C@@H]1OC(C(=O)NC2CC2)=C[C@H](c2ccc(C(F)(F)F)cc2)[C@H]1CCCO
 : 2%, 8%, 5%
CCCc1cc(=O)oc2cc(OCC(=O)NCCCN3CCCC3=O)ccc12
 : 0%, 0%, 3%
COc1ccc(CCC(=O)NNC(=S)Nc2cccc(C(C)=O)c2)cc1
 : -4%, 11%, 1%
Cc1ccc(NC(=O)C(=O)NCC(c2cccnc2)N2CCc3ccccc3C2)cc1 (stereo not given)
 : ., 5%, -6%

For convenience, two of the compounds above.
Values run as follows: N370S GC mod, TDP1 inh, FEN1 inhibitor
COc1ccc(CCC(=O)NNC(=S)Nc2cccc(C(C)=O)c2)cc1
 : -4%, 11%, 1%
Cc1ccc(NC(=O)C(=O)NCC(c2cccnc2)N2CCc3ccccc3C2)cc1 (stereo not given)
 : ., 5%, -6%

Whole records as entered above. Screens in order: N370S GC mod, TDP1 inh, FEN1 inhibitor
Cc1ccc(CN(C(=O)COc2ccc(Cl)cc2Cl)C2CCS(=O)(=O)C2)o1 (stereo not given) across the screens: ., 2%, -1%
CC(=O)N1[C@H](C)C=C[C@]1(Cc1ccccc1)C(=O)NCCc1c[nH]c2ccccc12 across the screens: -3%&-3%, 12%, -7%
COc1ccc(CNC(=O)CSc2nc(-c3ccc(OC)cc3)cc(C(F)(F)F)n2)cc1 across the screens: ., 3%, -2%
CC(C)C[C@H](NC(=O)N1c2ccccc2NC(=O)[C@@H]1C(C)C)C(=O)N[C@@H](Cc1ccccc1)C(=O)O across the screens: -2%, ., 18%
c1cc(CN2CCCNCCNCCCNCC2)ccc1CN1CCCNCCNCCCNCC1 across the screens: 1%, 21%, .

(next part)
Values run as follows: N370S GC mod, TDP1 inh, FEN1 inhibitor
O=C(NC1CCCCC1)c1nn2c(C(F)(F)F)cc(-c3ccco3)nc2c1Br
 : 6%, 0%, 0%
Cn1nc(-c2ccccc2F)c2cc(C(=O)NCCc3ccc(Cl)cc3)sc21
 : ., -2%, 6%
CC(=O)NC(CC(=O)NNC(=O)c1cc2ccccc2cc1O)c1ccccc1 (stereo not given)
 : 1%, ., 7%
Cc1ccc(CN(C(=O)c2ccccc2C)C2CCS(=O)(=O)C2)o1 (stereo not given)
 : 1%, 6%, -2%
O=C(C1CCN(S(=O)(=O)c2cccs2)CC1)N1CCCC(C(F)(F)F)C1 (stereo not given)
 : -3%, 0%, 0%
CCOCCCn1c(=O)c(NC(=O)c2ccc(OCC)cc2)c2n(c1=S)CCCCC2
 : 0%[12.8 µM], 2%, -7%
CC(C)(C)OC(=O)N1CCC[C@H]1C(=O)N/N=C/c1cccc2nccnc12
 : 2%, 1%, -8%
O=C(Nc1nc(-c2cccnc2)cs1)c1ccccc1Cl
 : -6%, 3%, 2%
CCN1C(=O)/C(=C\N2CCN(c3ccc(F)cc3)CC2)SC1=S
 : ., 1%, -8%
CN(C)c1ccc(C=NCC2(O)CCOC(C)(C)C2)cc1 (stereo not given)
 : -8%, 5%, 0%
CCOC(=O)C(=O)N(Nc1ccc(C)cc1)c1ccc(C)cc1
 : -2%, 6%, ?
COc1ccc(NC(=O)C2CCN(c3cnccn3)CC2)cc1Cl
 : 3%, 6%&7%, 14%&-6%
COC(=O)C1=C(C(=O)OC)[C@@H]2Nc3ccccc3[C@@]23C[C@@H](C(=O)OC)N(S(=O)(=O)c2ccc4c(c2)OCCN4C)C3=N1
 : -1%[12.8 µM], 13%[12.3 µM], .
COc1cc(/C=N/NC(=O)C(=O)NCc2cccnc2)cc(OC)c1OC
 : 1%, 8%, -1%
COc1ccc(CCNC(=O)c2cc(COc3c(C)cccc3C)on2)c(OC)c1
 : 6%, 4%, 2%
O=C(CCn1cnc2ccccc2c1=O)Nc1nc(-c2ccc(Br)cc2)cs1
 : 8%, 3%, 8%
Nc1nnc(CC(=O)N/N=C/c2cc([N+](=O)[O-])cc(Br)c2O)s1
 : -15%, 3%, -31%
C/C(=N\NC(=O)c1c(Br)c(C)nn1C)c1cccc(NC(=O)C2CCC2)c1
 : 6%, 3%, 0%
Cc1nc([N+](=O)[O-])c(C(=O)O)n1C
 : -5%, 6%, -17%
CC1CN(S(=O)(=O)c2cccc(C(=O)N3CCC(C(N)=O)CC3)c2)CC(C)O1 (stereo not given)
 : ., 0%, 11%
Cc1noc(C)c1-c1ccc2ncnc(NCc3ccccc3C(F)(F)F)c2c1
 : -9%, 11%, .
CCOC(=O)c1[nH]c(C)c(C(=O)Nc2ccc(Cl)cc2)c1C
 : -1%, 0%, 25%
COc1ccc(-c2c(C)n([O-])c(C)c(-c3ccccc3)[n+]2=O)cc1OC
 : 3%, 3%, -2%
O=C(O)CCc1nn2c3ccccc3nc2n(CCN2CCCCC2)c1=O
 : 0%, 0%, -5%
CC1(NC(=O)CCc2nc3ccccc3c(=O)[nH]2)CCS(=O)(=O)C1 (stereo not given)
 : -9%, 1%, -1%
O=C(COc1ccc(Cl)cc1Cl)NCCC1=CCCCC1
 : 0%, -3%, -21%
Cc1cc(NC(=O)c2noc3c2CCc2ccccc2-3)n(-c2ccccc2)n1
 : 21%, -4%, -13%
COc1ccc(Nc2cc(C(=O)NCCCN3CCOCC3)c3ccccc3n2)cc1OC
 : -14%, 8%, -7%
FC(F)(F)c1cccc(Cn2nnnc2-c2ccc(Cl)cc2)c1
 : -26%, -2%, -10%
CCOC(=O)c1cccc(Nc2nc(C(=O)OCC)nc3ccccc23)c1
 : ., 5%, -2%
COc1ccccc1CN1CC(C(=O)N(Cc2cnn(C)c2)C(C)C)CCC1=O (stereo not given)
 : 8%, 2%, 19%
CCOC(=O)c1ccc(NC(=S)N(CCCN2CCCC2)Cc2ccco2)cc1
 : -2%, 1%, -5%
CC(=O)Nc1cccc(NC(=O)COC(=O)CO/N=C(\C)c2ccc3c(c2)OCO3)c1
 : -3%, 3%, 7%
CN(C)c1ccc(C(C(=O)NCC2CCCO2)N(C(=O)c2snc(C(N)=O)c2N)c2ccccc2)cc1 (stereo not given)
 : -2%, ., 17%
COc1ccc(NC(=O)C2C3C=CC4(O3)C2C(=O)N(CCN2CCCCC2)C4C(=O)NC2CCCCC2)cc1 (stereo not given)
 : -1%, 5%[0.0935 µM], -7%
Cc1cccc(Cn2c(=O)n3nc(-c4ccccc4)nc3c3ccccc32)c1
 : ., 5%, 0%
COc1cc(Cl)c(S(=O)(=O)NCc2cccnc2)cc1Cl
 : 11%[2.35 µM], 4%, 16%
CCOc1ccccc1N1C(=O)CC(N(O)c2ccccc2)C1=O (stereo not given)
 : -9%, 5%, -10%
CCN(CC)C(=O)CN(c1cc(Cl)ccc1OC)S(=O)(=O)c1ccc(C)c([N+](=O)[O-])c1
 : -3%, 7%, -5%
CCOC(=O)c1c(C)nc2sc3c(=O)n(-c4ccc(OC)cc4)cnc3c2c1-c1ccc(OC)cc1
 : 0%, 3%, -2%
CN(C)C(CNC(=O)c1ccc(Br)cc1)c1ccco1 (stereo not given)
 : -6%, ., 11%
Cc1cc(C)c(NC(=O)C2CC(=O)N(c3ccc4c(c3)OCCO4)C2)c(C)c1 (stereo not given)
 : -1%[12.8 µM], 1%, 5%
Cc1ccsc1-c1ccnc(-n2cccc2)n1
 : ., -1%, 15%
COc1ccc(-c2noc(N3CCC(C(=O)N(C)c4cc(Cl)ccc4OC)CC3)n2)cc1
 : ., -3%, -3%
C=C1CCC[C@]2(C)C[C@H]3OC(=O)C(CN4CCCCC4CO)[C@H]3CC12 (stereo not given in full)
 : 0%, ., 4%
COc1ccc(CCC(=O)NCc2ccc3c(c2)CCN3C(=O)c2ccc(F)cc2)cc1
 : ., 0%, -3%
COc1ccc(C2=NN(C(=O)CSc3nc4ncc(Cl)cc4[nH]3)C(c3ccco3)C2)cc1 (stereo not given)
 : 20%, 5%, -3%
CCCCCCCCCC(=O)N[C@H](CN1CCOCC1)[C@H](O)c1ccccc1
 : -16%&1%, 7%&-4%, 1%
C1=CC2CC1CC2CN1CCN(Cc2ccccc2)CC1 (stereo not given)
 : -11%, ?, -4%
Cc1c(C(=O)NCc2ccccc2CN2CCCC2)oc2ccc(F)cc12
 : ., 1%, ?
Cc1ccc(C(=O)O)cc1N1C(=O)c2cccc3c([N+](=O)[O-])ccc(c23)C1=O
 : 3%, ., ?
COc1cccc(/C=N\NC(=O)Cn2nnc3ccccc32)c1O
 : -3%, -2%, -1%
Cc1ccc(/C=N\NC(=O)C2CN(S(=O)(=O)c3ccccc3)CCN2S(=O)(=O)c2ccccc2)cc1 (stereo not given)
 : 10%, -2%, 6%
Cc1ccc(C(OCC(O)CNC(CO)C(O)c2ccc([N+](=O)[O-])cc2)c2ccccc2)cc1 (stereo not given)
 : ?, ., -14%
